# Screens as filed in PubChem.
# NRP1-CendR mod: alters CendR peptide binding to human NRP-1 | O14786 | inhibition, % at 25 µM | actives 0.85% (n = 360,000) | FAM-RPARPAR peptide binding to NRP-1, fluorescence polarization | AID 602438;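 active means inhibition or corrected inhibition above about 18%, plus a signal ratio from 0.5 to 1.5, limit read from the data, passing the limit was not always enough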; further: strong numbers were not always called active
# bovine MsrA act: activates bovine MsrA enzyme | purified bovine MsrA, absorbance read-out | activation, % at 10.6 µM | actives 0.3% (n = 360,000); in the data active means activation above about 7.5%;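 further: 0% = vehicle and 100% = reference activator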
# FAS TE block: FAS thioesterase (human) inhibition. P49327. recombinant FAS-TE, OMFH fluorogenic substrate, fluorescence endpoint. inhibition, % at 15 µM. actives 0.67% (n = 360,000). AID 602261;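 active means compounds whose normalised, plate-corrected inhibition of enzyme fluorescence in the single-dose primary screen is 50% or more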;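 further: 0% = DMSO with enzyme and 100% = substrate without enzyme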
# Neddyl block: inhibitors of human cullin neddylation; calls only at 25 µM; actives 0.58% (n = 360,000); TR-FRET cullin neddylation, biochemical; P61081+Q13564; in the data active means inhibition above about 36%
# SKN-1 inh: inhibitors of C. elegans SKN-1; actives 0.49% (n = 360,000); inhibition, % at 21.8 µM; C. elegans VP596 Pgst-4::GFP/RFP ratio, acrylamide-induced, 24 h; AID 624304;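 active means interference check ratio from 0.5 to 1.5 plus GFP to RFP signal ratio inhibition reaching or exceeding a fixed threshold, cut at about 30% in these data, passing the limit was not always enough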; further: some compounds called inactive have numbers as strong as hits
# MsrA inh: inhibits bovine methionine sulfoxide reductase A; actives 0.75% (n = 360,000); purified bovine MsrA, absorbance read-out; inhibition, % at 15.5 µM; in the data active means inhibition above about 4.5%;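 further: 0% = vehicle wells with enzyme and 100% = reference inhibitor wells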
# eLon inh: inhibitors of E. coli Lon protease; inhibition, % at 7.94 µM; actives 0.42% (n = 360,000); purified E. coli Lon protease, fluorescence polarization; in the data active means inhibition above about 13%, passing the limit was not always enough;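 further: 0% = enzyme with probe and DMSO and 100% = no enzyme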
# Target sequence (P0A9M0 whole entry, looked up): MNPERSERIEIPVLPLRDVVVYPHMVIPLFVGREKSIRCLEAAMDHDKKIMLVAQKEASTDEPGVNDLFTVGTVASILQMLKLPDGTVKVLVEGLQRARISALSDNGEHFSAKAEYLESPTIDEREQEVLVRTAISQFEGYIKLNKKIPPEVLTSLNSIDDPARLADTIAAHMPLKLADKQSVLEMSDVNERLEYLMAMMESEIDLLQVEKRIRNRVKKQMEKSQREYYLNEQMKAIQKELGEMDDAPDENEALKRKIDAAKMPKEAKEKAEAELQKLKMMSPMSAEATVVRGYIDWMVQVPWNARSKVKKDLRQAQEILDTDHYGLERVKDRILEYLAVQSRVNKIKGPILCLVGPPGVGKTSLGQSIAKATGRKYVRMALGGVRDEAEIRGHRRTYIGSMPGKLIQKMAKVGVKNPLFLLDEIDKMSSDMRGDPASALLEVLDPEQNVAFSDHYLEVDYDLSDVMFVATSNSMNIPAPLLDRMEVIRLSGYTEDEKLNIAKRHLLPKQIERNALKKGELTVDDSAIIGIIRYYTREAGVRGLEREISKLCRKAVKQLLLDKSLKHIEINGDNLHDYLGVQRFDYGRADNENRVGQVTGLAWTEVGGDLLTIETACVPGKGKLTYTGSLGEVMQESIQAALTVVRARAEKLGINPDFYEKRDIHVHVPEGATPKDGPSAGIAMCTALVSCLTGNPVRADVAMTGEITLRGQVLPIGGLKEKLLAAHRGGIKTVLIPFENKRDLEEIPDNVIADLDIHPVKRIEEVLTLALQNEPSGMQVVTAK
# Rin1-Abl PPI inh: human Rin1-Abl interaction inhibition | P00519+Q13671 | TR-FRET Rin1/Abl binding, biochemical | inhibition, % at 7.35 µM | actives 0.4% (n = 360,000); in the data active means inhibition above about 5%, passing the limit was not always enough
# MT1-MMP act inh: blocks activation of human MT1-MMP; AID 651647; P50281; GFP/RFP ratio change, % at 20 µM; actives 0.061% (n = 360,000); HT1080 RFP-PRO-GFP cells, GFP/RFP ratio fluorescence, overnight; percent of plate control window, DMSO zero;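 active means GFP/RFP ratio change of at least 30% with cell ATP level not reduced by more than half and red fluorescence within 50% of control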; further: strong numbers were not always called active
#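 Read-out: GFP/RFP fluorescence ratio; Test system: RFP-PRO-GFP reporter HT1080 cells; Compound dosing: single-point 20 µM compound, 1% DMSO; Times: overnight compound exposure at 37 °C.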
# * marks the source's active call; other numbers are inactive results; i = inactive; · = not tested or not shown.
SMILES,NRP1-CendR mod,bovine MsrA act,FAS TE block,Neddyl block,SKN-1 inh,MsrA inh,eLon inh,Rin1-Abl PPI inh,MT1-MMP act inh
COc1ccc(C(=O)NC2CCN(S(=O)(=O)c3ccccc3F)CC2)cc1,-3,1,0,i,-2,0.2,10,3,-2
COc1cc(OC)cc(-c2nc(-c3ccccc3OC)no2)c1,-15,-5,4,i,6,1.0,1,-1,-1
Cc1ccc(C(=O)Nc2ccc(N3CCCC3)cc2)cc1,-6,-2,-2,i,4,0.4,-2,1,3
N=c1c2c(ncn1Cc1ccco1)Oc1ccc3ccccc3c1C2c1ccccc1 (centres undefined),-3,-3,44,i,-8,0.0,1,-1,-22
NC(=O)c1ccc(N2CCCCC2)c(N2C(=O)C3CC=CCC3C2=O)c1 (centres undefined),-1,-10,-11,i,-8,0.0,-17,0,-4
COc1ccc(-n2cc(CN3CCCC3)c(-c3cccc(F)c3)n2)cc1,4,-10,-3,·,8,-0.7,14,-1,1
CC(C)c1ccc(/C=C2\SC(=O)N(CC(=O)NC3CCS(=O)(=O)C3)C2=O)cc1 (centres undefined),-27,-4,-7,i,15,2.4,9,0,5
O=C(NCC1CCCO1)c1ccccc1-c1nc(-c2ccc(F)cc2)no1 (centres undefined),12,-6,-3,i,-22,0.7,-6,4,5
CCCCCCn1cc(CN2CC(N3CCN(CCN(C)C)CC3)CS2(=O)=O)nn1 (centres undefined),-4,-4,-7,i,10,-0.4,-6,·,0
COc1ccc(/C=N/Nc2ccc(C(F)(F)F)cc2[N+](=O)[O-])cc1O,-2,-3,0,i,5,1.5,4,-1,14
CCC(NC(=O)Cn1cnc2c(=O)n(C)c(=O)n(C)c21)c1ccccc1 (centres undefined),9,-3,-2,i,-13,-1.0,-8,1,1
CC(=O)c1ccc(NC(=O)CSc2nccn2C)cc1,1,0,-7,i,-22,-1.0,3,0,3
CCOC(=O)c1c(C)[nH]c(C)c1C(=O)COC(=O)[C@@H](NC(=O)c1ccccc1OCC)C(C)C,1,0,8,i,14,-1.5,-5,0,-4
Clc1ccc(-c2nnc(-c3ccc4ccccc4c3)o2)cc1,7,-3,2,i,13,-0.4,1,-2,-1
COc1ccc(C(=O)c2sc(Nc3ccccc3)c(C(=O)Nc3ccc(OC)c(OC)c3)c2N)cc1,-3,1,27,i,20,-0.2,-1,2,5
Cc1cc(C)n2nc(C(=O)OCC(=O)N(CC(C)C)C3CCS(=O)(=O)C3)nc2n1 (centres undefined),13,-2,-8,i,6,-0.4,-5,0,-1
Cc1cccc(-n2nc3c(c2NC(=O)c2ccco2)CS(=O)(=O)C3)c1C,-3,-3,-2,i,4,1.3,0,1,0
COc1ccc(NC(=O)CCCC(=O)c2ccccc2)cc1OC,16,-6,-4,i,-17,2.6,-3,-1,6
COc1ccc(NC(=O)c2ccc(Oc3ncccn3)cc2)cc1,3,-15,2,i,-3,0.2,1,-1,1
CCc1nn2c(=O)c(S(=O)(=O)Nc3ccc(Cl)cc3)c(C)nc2s1,-7,0,4,i,4,-0.8,-5,0,2
O=C(NCCc1cccc(Cl)c1)c1ccc2c(c1)OCO2,1,-2,5,i,22,0.1,-8,-5,2
CC1CN(C(=O)c2ccc(C(=O)c3ccccc3)cc2)CC(C)O1 (centres undefined),7,-5,-6,i,1,-0.2,-7,2,1
CSCCC(NC(=O)c1cccc(S(=O)(=O)N2CCOCC2)c1)C(=O)Nc1cccc(C)c1 (centres undefined),4,0,-6,i,-7,1.5,-4,-2,-4
Cc1ccc(Cc2c(-c3ccco3)nc3ccc(Br)cn23)cc1,-12,-4,13,i,12,1.1,-14,-36,-5
COc1cc(CNCc2ccccc2C(F)(F)F)cc(OC)c1,12,-9,10,i,8,-1.6,12,1,2

# Seven neighbouring records already listed:
SMILES,NRP1-CendR mod,bovine MsrA act,FAS TE block,Neddyl block,SKN-1 inh,MsrA inh,eLon inh,Rin1-Abl PPI inh,MT1-MMP act inh
COc1ccc(NC(=O)c2ccc(Oc3ncccn3)cc2)cc1,3,-15,2,i,-3,0.2,1,-1,1
CCc1nn2c(=O)c(S(=O)(=O)Nc3ccc(Cl)cc3)c(C)nc2s1,-7,0,4,i,4,-0.8,-5,0,2
O=C(NCCc1cccc(Cl)c1)c1ccc2c(c1)OCO2,1,-2,5,i,22,0.1,-8,-5,2
CC1CN(C(=O)c2ccc(C(=O)c3ccccc3)cc2)CC(C)O1 (centres undefined),7,-5,-6,i,1,-0.2,-7,2,1
CSCCC(NC(=O)c1cccc(S(=O)(=O)N2CCOCC2)c1)C(=O)Nc1cccc(C)c1 (centres undefined),4,0,-6,i,-7,1.5,-4,-2,-4
Cc1ccc(Cc2c(-c3ccco3)nc3ccc(Br)cn23)cc1,-12,-4,13,i,12,1.1,-14,-36,-5
COc1cc(CNCc2ccccc2C(F)(F)F)cc(OC)c1,12,-9,10,i,8,-1.6,12,1,2

# Following part
SMILES,NRP1-CendR mod,bovine MsrA act,FAS TE block,Neddyl block,SKN-1 inh,MsrA inh,eLon inh,Rin1-Abl PPI inh,MT1-MMP act inh
CC(=O)C1=CCC(c2cccs2)N(S(=O)(=O)c2ccc(C)cc2)C1 (centres undefined),0,-4,9,i,4,-0.5,3,-1,1
COC(=O)C1=CN(c2ccc(C(C)(C)C)cc2)C(N)=C(C#N)C1c1cccc([N+](=O)[O-])c1 (centres undefined),2,·,·,i,-10,0.9,·,·,-2
NC(=O)c1nsc(C(=O)N(c2cccc(F)c2)C(C(=O)NCC2CCCO2)c2ccc3ncccc3c2)c1N (centres undefined),6,-5,0,·,14,1.4,-5,-4,-1
CCN(CC(=O)Nc1ccc(NC(C)=O)cc1)C(=O)CCCN1C(=O)c2ccccc2C1=O,5,-3,-5,i,19,-1.4,-2,0,4
Cc1cccnc1NC(=O)Nc1cccc2ccccc12,-4,3,-2,·,-3,0.1,-12,0,-6
COC(=O)c1ccccc1S(=O)(=O)N1CCC(C(=O)N(C)CCOc2ccccc2)CC1,1,-1,-1,i,6,0.1,-2,0,0
Oc1ccc(Br)cc1-c1ccn[nH]1,-26,-4,-138,i,-4,-1.1,-6,-1,0
CN1/C(=C/C=N/NC(=O)c2ccc([N+](=O)[O-])cc2)C(C)(C)c2ccccc21,-10,-4,6,i,7,2.1,0,1,-15
C#CCOCCOCCOCCNc1nc(N2CCN(C(=O)C([C@@H](C)O)n3cc([C@@H](N)CCCCN)nn3)CC2)nc(N2CCN(C(=O)[C@H](CCC(=O)O)n3cc([C@@H](N)[C@H](C)CC)nn3)CC2)n1 (some centres undefined),-18,0,-6,i,-2,-0.5,5,0,3
S=C(NC1CCCC1)NC1CC1,-4,-12,-15,i,-3,-0.7,-11,-1,1
CC(C)(C)C(=O)NC1(C(F)(F)F)N=C2SCCN2C1=O (centres undefined),-3,-6,-3,i,8,-1.4,5,-3,-7
N=c1oc2ccccc2cc1C(=O)Nc1ccccc1,-2,-1,1,i,-4,0.0,-8,2,4
O=C(NCCNS(=O)(=O)c1ccccc1)c1cc(OCC(F)(F)F)ccc1OCC(F)(F)F,13,-11,-11,i,6,-0.8,6,1,·
CCOc1cc(C)ccc1OCc1nnc(SCC(=O)c2cccc([N+](=O)[O-])c2)n1CC,16,-9,16,i,-7,-0.2,-1,1,2
COc1ccccc1OCC(=O)Nc1cc(C)ccc1NC(=O)c1ccco1,10,-8,-5,i,-15,1.9,-19,3,3
Cc1cc(C(=O)NCc2ccco2)c2ccccc2n1,-8,-3,-5,i,2,1.2,-6,-1,-5
CCOc1ccc(/C=C/C2=NNC(=O)CC2)cc1,6,-5,-11,i,6,6.7*,2,-2,6
Cc1nnsc1C(=O)Nc1ccc(S(=O)(=O)N2CCCCC2)cc1,-1,-9,-4,i,1,-0.3,7,1,6
O=S(=O)(c1cccc2ccccc12)N1CCC2CC1c1cc(-c3ccc4c(c3)OCO4)ccc12 (centres undefined),-10,-4,14,i,-2,-0.4,-4,4,3
N#CC1=C(N)C(C#N)(C#N)C(c2ccc[nH]2)C2CCCC=C12 (centres undefined),-95,-4,0,i,13,1.3,8,-2,-126
COc1ccc(CN/C(C)=C(/C#N)C(N)=O)cc1OC,-3,-3,-4,i,-14,-1.2,9,6,3
O=C(CNC(=S)NC(=O)c1ccc(Cl)cc1)c1ccccc1,10,-7,-3,i,6,0.2,9,2,1
Cn1c(CCNC(=O)c2ccco2)nc2cc(NC(=O)c3ccco3)ccc21,8,-3,-8,i,-2,0.3,-8,-1,-4
Cc1ccc(Cl)cc1N1CCN(CC(O)COC(C)C)CC1 (centres undefined),-12,-4,-4,i,-3,-0.3,5,-2,1
CCN(Cc1ccccc1)N=Nc1ccccc1,2,-2,14,i,-9,-0.9,6,-1,-1

# Only MT1-MMP act inh, bovine MsrA act and SKN-1 inh, for four of the compounds above:
smiles	MT1-MMP act inh	bovine MsrA act	SKN-1 inh
Oc1ccc(Br)cc1-c1ccn[nH]1	0	-4	-4
COC(=O)c1ccccc1S(=O)(=O)N1CCC(C(=O)N(C)CCOc2ccccc2)CC1	0	-1	6
Cc1cccnc1NC(=O)Nc1cccc2ccccc12	-6	3	-3
CCN(Cc1ccccc1)N=Nc1ccccc1	-1	-2	-9

# Carrying on.
SMILES,NRP1-CendR mod,bovine MsrA act,FAS TE block,Neddyl block,SKN-1 inh,MsrA inh,eLon inh,Rin1-Abl PPI inh,MT1-MMP act inh
CCN(CC)S(=O)(=O)c1cc(C(=O)Nc2nncs2)c(Cl)cc1Cl,-3,-3,-4,i,13,-1.6,7,-2,6
CSC(=NC#N)N1CCN(c2ccccc2)CC1,4,-2,-8,i,-5,-1.6,-1,-1,2
COc1ccccc1N1CCN(C2CCN(C(=O)COc3cccc(C)c3)CC2)CC1,8,-3,-2,i,5,-0.7,6,4,5
COc1cc(CCC(=O)OCC(=O)Nc2nc(C)c(Cl)cc2Cl)cc(OC)c1OC,-5,-6,-5,i,-2,0.2,-5,2,0
CCCCn1nnnc1C(c1ccccc1)N1CCN(C(=O)C2CCCO2)CC1 (centres undefined),-8,-1,-11,i,2,-1.8,-6,·,6
O=C(Nc1nc2cc3c(cc2s1)OCO3)C1CCCCC1,6,-3,16,i,19,-1.0,11,4,-8
CC(C)(C)c1ccc(C(=O)NNC(=O)C2CCCCC2)cc1,-4,3,-7,i,-8,1.4,-1,3,2
CC(=O)Cn1ncc(N(C)Cc2ccccc2)c(Cl)c1=O,8,-3,-4,i,21,0.9,0,-2,0
Cc1[nH]c2ccccc2c1C(=O)C(=O)N1c2ccccc2CC1C (centres undefined),6,0,10,i,-8,2.2,5,2,2
CC1(C(=O)NS(=O)(=O)C2CC2)CCCN(C(=O)CSc2ccccc2)C1 (centres undefined),-4,-4,-6,i,0,-0.2,-7,-3,2
CCOc1ncccc1C(=O)OCC(=O)NCCc1ccc(S(N)(=O)=O)cc1,7,7,-10,i,5,-1.7,-7,2,-4
